Screening results from PubChem BioAssay.
FXIIa inh – human FXIIa protease inhibitors, primary screen, biochemical, single well; Coagulation factor XII (Homo sapiens), P00748; purified human FXIIa, AMC substrate fluorescence, 2 h; inhibition, % at 10 µM; 33,000 compounds, 0.2% hits; in the data active = inhibition above about 30%;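 also: 0% = enzyme with vehicle only and 100% = no enzyme blank; many of its hits are not listed in these tables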
FXIa inh – human FXIa protease inhibitors, primary screen, biochemical, single compound per well; Coagulation factor XI (Homo sapiens), P03951; purified human FXIa, fluorogenic AMC substrate cleavage; inhibition, % at 10 µM; 33,000 compounds, 0.3% hits;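 active = inhibition above 40% in the primary screen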;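 also: 0% = enzyme without compound and 100% = blank wells lacking enzyme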
* hit, by the source's call; & = joins results of further samples. Not all compounds are listed, so the mix of outcomes need not match the whole.

SMILES | FXIIa inh | FXIa inh
CC[C@@H]1C(=O)OC[C@@H]1Cc1cncn1C | 4&5 | 10&1
